# ADAM17 inh – inhibits human ADAM17. P78536. recombinant ADAM17, EDANS/DABCYL FRET peptide cleavage. inhibition, % at 6.95 µM. 370,000 compounds, 0.83% hits. AID 720648;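 active = inhibition above the mean of compounds lying between control limits plus 3 SD, set per campaign, cut at about 8.5% in these data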;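 note: 0% = DMSO-only wells as the low control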
# Target sequence (P78536 215-824 limits assumed): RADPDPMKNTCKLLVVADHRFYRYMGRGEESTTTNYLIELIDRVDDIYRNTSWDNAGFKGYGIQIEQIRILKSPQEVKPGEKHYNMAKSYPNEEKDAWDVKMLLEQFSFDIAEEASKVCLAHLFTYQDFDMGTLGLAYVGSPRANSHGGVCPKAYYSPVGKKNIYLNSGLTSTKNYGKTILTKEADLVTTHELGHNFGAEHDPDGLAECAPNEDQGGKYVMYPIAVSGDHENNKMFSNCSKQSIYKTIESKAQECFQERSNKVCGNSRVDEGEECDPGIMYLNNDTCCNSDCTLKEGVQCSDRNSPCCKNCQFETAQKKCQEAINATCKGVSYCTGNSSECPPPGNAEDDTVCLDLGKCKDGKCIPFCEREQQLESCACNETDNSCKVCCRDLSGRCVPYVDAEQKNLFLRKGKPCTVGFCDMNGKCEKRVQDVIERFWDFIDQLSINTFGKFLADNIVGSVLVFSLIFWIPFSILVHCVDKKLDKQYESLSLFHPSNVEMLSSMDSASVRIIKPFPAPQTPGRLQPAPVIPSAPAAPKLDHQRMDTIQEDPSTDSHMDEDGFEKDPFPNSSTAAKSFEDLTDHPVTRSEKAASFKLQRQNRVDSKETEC
# MBD2 inh – blocks human MBD2 binding to methylated DNA. Q9UBB5. inhibition, % at 4.4 µM. AID 686964. 370,000 compounds, 0.31% hits. TR-FRET, MBD2 binding to methylated oligonucleotide; in the data active = inhibition above about 13%
# Tn7 DDE FP – disrupts Tn7 cyclic peptide binding to fibrin D-Dimer-E complex | FP displacement of FITC-Tn7 peptide from fibrin DD(E); 0% = median of compound wells per plate | inhibition, % at 8.3 µM | 370,000 compounds, 0.13% hits | AID 720508;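 active = inhibition above the mean of compounds falling within the control limits plus 3 SD of them, cut at about 14% in these data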;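 note: 0% = plate median of compound wells and 100% = 10 µM Aha-Tn7 peptide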
#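 Assay system: Human fibrin DD(E) protein | Medium: Tris buffer with calcium and detergent, pH 7.8 | Reagent: 0.1 µM fluorescent Tn7 | Compound dosing: Single point at 8.3 µM | Times: 10 min preincubation, 3 h with tracer, room temperature | Detection: Fluorescence polarization of the labelled Tn7 tracer | Controls: Aha-Tn7 high control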
# Tn6 DDE FP – DD(E)-Tn6 binding inhibition, primary FP screen. P02675. Fibrin DD(E) TRITC-Tn6 fluorescence polarization displacement. inhibition, % at 8.3 µM. 370,000 compounds, 0.21% hits;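 active = inhibition above a per-campaign cutoff: mean of compounds within control limits plus 3 SD, cut at about 15% in these data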;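 note: 0% = median of all compound wells on the plate and 100% = blocking peptide control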
# PLCb3 inh – inhibitors of human phospholipase C beta3. 370,000 compounds, 0.18% hits. Purified PLC-beta3, fluorogenic substrate, fluorescence. Q01970. inhibition, % at 12.2 µM; in the data active = inhibition above about 11%;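 note: 0% = median of compound wells on plate and 100% = full blocker control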
# ASAP1 GAP inh – blocks human ASAP1-stimulated Arf1 GTP hydrolysis; GDP FP detection; inhibition, % at 16.5 µM; 360,000 compounds, 0.19% hits; in the data active = inhibition above about 25%;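 note: 0% = vehicle with enzyme and substrate and 100% = no enzyme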
# UHRF1 binding – human UHRF1 methylated DNA binding inhibitors | Q96T88 | inhibition, % at 4.4 µM | 370,000 compounds, 0.75% hits | UHRF1 binding to methylated oligo, TR-FRET; in the data active = inhibition above about 21%;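 note: UHRF1 SRA domain binding a hemimethylated CpG hairpin DNA probe; 0% = median of test compound wells and 100% = reference inhibitor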
# PLCg1 inh – inhibitors of human phospholipase C gamma1; P19174; purified PLC-gamma1, fluorogenic substrate, fluorescence; inhibition, % at 12.2 µM; 370,000 compounds, 0.84% hits; AID 720700; in the data active = inhibition above about 9.5%
# proKLK7 act – activates the human kallikrein-7 zymogen; AID 652039; activation, % at 7 µM; P49862; 370,000 compounds, 0.9% hits; purified proKLK7, EDANS-DABCYL substrate fluorescence; 100% is mature enzyme control, 0% vehicle;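 active = activation above the mean of all tested compounds plus 3 SD, computed per campaign excluding outliers beyond control limits, cut at about 13% in these data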
# Target sequence (P49862 whole entry, looked up): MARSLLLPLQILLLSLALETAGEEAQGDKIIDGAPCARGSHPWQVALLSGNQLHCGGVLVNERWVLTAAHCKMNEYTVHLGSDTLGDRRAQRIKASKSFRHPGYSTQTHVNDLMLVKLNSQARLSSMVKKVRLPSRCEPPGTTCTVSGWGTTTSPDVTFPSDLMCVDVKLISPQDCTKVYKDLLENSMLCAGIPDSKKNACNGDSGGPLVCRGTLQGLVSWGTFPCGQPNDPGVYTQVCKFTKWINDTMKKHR
# ARFGAP1 inh – rat ARFGAP1 inhibition | 360,000 compounds, 0.26% hits | inhibition, % at 16.5 µM | Arfgap1-stimulated ARF1 GTP hydrolysis, GDP FP detection | Q62848;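 active = inhibition above a per-plate limit, mean inhibition of low control wells plus 3 SD, cut at about 25% in these data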;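 note: 0% = DMSO wells with enzyme and 100% = wells lacking Arfgap1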
# Target sequence (Q62848 1-136 limits assumed): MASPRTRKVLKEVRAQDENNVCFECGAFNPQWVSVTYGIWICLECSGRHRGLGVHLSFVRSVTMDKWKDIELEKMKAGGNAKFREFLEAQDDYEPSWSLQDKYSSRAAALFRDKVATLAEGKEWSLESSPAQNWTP
#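 material = rat Arfgap1 catalytic domain, aa 1-136 | also added = human ARF1(Δ1-17)-GTP substrate | compound dosing = one concentration, 16.5 µM, DMSO 1.26% | times = GTP hydrolysis reaction 2 h at 25 °C | measured by = FP, GDP Alexa 633 tracer displaced from anti-GDP antibody, 620/688 nm | evaluation = percent inhibition of Arfgap1-stimulated GTP hydrolysis | replication = single well per compound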
# * hit, by the source's call; i = inactive; . = no result given.
SMILES,ADAM17 inh,MBD2 inh,Tn7 DDE FP,Tn6 DDE FP,PLCb3 inh,ASAP1 GAP inh,UHRF1 binding,PLCg1 inh,proKLK7 act,ARFGAP1 inh
COc1cccc(/C=N/NC(=O)CCn2cnc3ccccc32)c1,-3,4,4,-1,-12,-3,-2,1,0.0,-10
CCN(C(=O)CN1CCCCCC1)c1c(N)n(Cc2ccccc2)c(=O)[nH]c1=O,-24,6,-1,-3,-32,3,-1,-22,-3.7,-6
COc1cccc(Oc2ccc(S(=O)(=O)N3CCCC3)cc2[N+](=O)[O-])c1,8.7*,-2,-9,2,-3,8,4,9.6*,-0.1,-16
COc1ccccc1CNC(=O)CN1C(=O)NC2(CCOc3ccccc32)C1=O (configuration not stated),4,-4,2,-8,-3,-5,1,1,-0.7,2
COc1ccc(CNS(=O)(=O)c2c(C)[nH]c(C)c2C(=O)N2CCCC2)cc1,0,1,4,5,-6,-7,-2,-1,0.1,1
C[C@H]1[C@H](NC(=O)c2ccc(Cl)cc2)CC[C@@]23CCCN2C(=O)CCC[C@@H]13,-4,-2,1,3,4,.,2,0,.,.
CC(O)CNc1nc2c(c(=O)n(Cc3ccc(Cl)cc3)c(=O)n2C)n1C (configuration not stated),-2,-3,-5,4,-2,4,0,-2,-0.5,5
O=S(=O)(Nc1ccc(Cl)cc1)c1cccc2nsnc12,-1,-1,-2,-4,-1,2,1,4,0.2,6
Cc1ccc(S(=O)(=O)N2CCCCC2)cc1C(=O)NC1CC(C)(C)NC(C)(C)C1,-3,2,0,-7,-3,-11,-2,-2,-0.2,8
O=C(COC(=O)c1ccc[nH]c1=O)NC1CCCCCCC1,-5,0,8,-3,-4,1,2,1,-0.1,3
Cc1ccc(NC(=S)Nc2cccc3cnccc23)cc1C,-1,-5,7,4,-11,10,-5,-14,0.8,-8
O=C(NCc1ccco1)C1CC(c2c(Cl)cccc2Cl)=NO1 (configuration not stated),-4,3,0,-1,-7,-5,4,-2,-0.6,2
Cc1cnc(NC(=O)Nc2ccc(OCc3ccccc3)cc2)c(Br)c1,-3,2,5,1,-7,-1,3,-4,0.2,-5
CNC[C@H](CC1CCCCC1)NC[C@H](CO)NCCc1cccc(C(F)(F)F)c1,-4,0,-4,-5,3,-9,0,3,0.2,-7
CSC[C@H](NC(=O)COc1cc2c(c3oc(=O)cc(C)c13)CCC(C)(C)O2)C(=O)O,i,-2,8,-1,i,11,2,i,24*,4
O=C(NNS(=O)(=O)c1ccc(CCCl)cc1)C(O)(c1ccccc1)c1ccccc1,4,-4,-6,1,3,9,2,0,0.1,1
O=C(N/N=C\c1ccc(S(=O)(=O)O)o1)c1ccc2c(c1)OCO2,-2,-5,0,11,-1,1,-4,2,-0.6,-4
COc1ccc(NC(=O)C2=C(C)NC(=O)NC2c2cccs2)c(OC)c1 (configuration not stated),3,-3,2,2,4,5,2,1,0.7,12
CCNC(=O)CC1SC(=Nc2ccc(Cl)cc2)N(CC)C1=O (configuration not stated),0,3,3,-5,3,1,0,-2,-0.3,-1
CCCCN1C(=O)N2Cc3cc(OC)ccc3C2CS1(=O)=O (configuration not stated),-2,-6,-1,7,-1,.,-2,-2,-0.4,.

# 2 successive compounds already listed:
SMILES,ADAM17 inh,MBD2 inh,Tn7 DDE FP,Tn6 DDE FP,PLCb3 inh,ASAP1 GAP inh,UHRF1 binding,PLCg1 inh,proKLK7 act,ARFGAP1 inh
CCNC(=O)CC1SC(=Nc2ccc(Cl)cc2)N(CC)C1=O (configuration not stated),0,3,3,-5,3,1,0,-2,-0.3,-1
CCCCN1C(=O)N2Cc3cc(OC)ccc3C2CS1(=O)=O (configuration not stated),-2,-6,-1,7,-1,.,-2,-2,-0.4,.

# (continued)
SMILES,ADAM17 inh,MBD2 inh,Tn7 DDE FP,Tn6 DDE FP,PLCb3 inh,ASAP1 GAP inh,UHRF1 binding,PLCg1 inh,proKLK7 act,ARFGAP1 inh
Cc1ccc(NS(=O)(=O)c2ccc(C(=O)N3CCN(S(=O)(=O)c4ccccc4)CC3)cc2)cc1,5,-2,-5,-3,-2,13,0,4,0.2,-3
CCCNC(=O)c1ccc2c(=O)n(Cc3ccco3)c(=S)[nH]c2c1,1,2,0,-4,-7,8,-3,6,-0.2,8
COc1cc(Cl)ccc1OCc1cc(C(=O)N2CCCCCC2)no1,0,-3,1,-2,-5,2,-1,-2,-0.4,-6
COc1ccccc1NS(=O)(=O)c1ccc2c(c1)N(C(C)=O)CC(C)S2 (configuration not stated),-3,4,-1,-6,-3,2,0,3,0.5,-2
CCCN1CCN(CCCNC(=O)C2CCCN(c3nnc(-n4cccc4)s3)C2)CC1 (configuration not stated),1,-4,2,-8,3,5,0,4,-0.5,-6
Cc1ccc2[nH]cc(S(=O)(=O)c3ccc(C)c(C)c3)c(=O)c2c1,-1,-4,-5,7,-5,-3,0,-1,-0.2,4
CCOC(=O)N1CCN(C(=O)CSc2ccc(C(=O)OC)cc2[N+](=O)[O-])CC1,-2,-2,-6,-7,-5,-7,-1,1,0.1,-5
C[C@@H](c1ccccc1)N1C[C@H](COCc2ccccc2)Oc2cc(N3CCC[C@H]3C(N)=O)ccc2S1(=O)=O,-2,0,2,1,2,-1,1,-3,0.2,-10
O=C(c1ccc([N+](=O)[O-])cc1)N(Cc1ccc(Cl)cc1Cl)N1C(=O)CCCC1=O,-3,4,9,6,1,-2,0,-3,0.2,-2
CCN1CCN(C(c2cccs2)C(C)NS(=O)(=O)c2ccc(F)cc2)CC1 (configuration not stated),1,-3,-2,-1,6,1,0,4,-0.3,12
CC1(C2CC2)NC(=O)N(CC(=O)Nc2ccccc2F)C1=O (configuration not stated),-4,1,1,1,-1,6,-1,0,-0.3,-3
CCOc1cc(C(=O)N2CCN(C/C=C/c3ccccc3)CC2)cc(OCC)c1OCC,-1,-3,-1,-3,0,-8,0,3,0.1,1
CC(C)P(=O)(c1cccc(C(=O)O)c1)C(C)C,4,-9,7,2,3,-3,-1,1,-0.5,-2
O=C(Cc1ccccc1[N+](=O)[O-])N1CCc2ccccc2C1,-2,0,4,3,-2,0,1,0,0.3,4
Cc1ccccc1N(CC(=O)NCCSCc1ccco1)S(C)(=O)=O,-6,6,-2,8,-4,-3,3,-6,0.0,-5
CC1=C(C(=O)Nc2ccccc2C)C2(CCCC2)C(C(N)=O)C(=O)N1 (configuration not stated),1,11,2,-7,-5,1,10,-1,-0.5,7
CC1CCCCC1N1CN=C(Nc2nc3ccccc3s2)NC1 (configuration not stated),-2,0,3,6,1,6,0,0,0.0,3
COc1ccc(C(=O)NNC(=O)C23CC4CC(CC(C4)C2)C3)c(OC)c1,2,3,-4,0,-3,10,1,6,-0.7,17
CCOc1ccc(NC(=O)Cc2ccc(NC3=NC4CS(=O)(=O)CC4S3)cc2)cc1 (configuration not stated),-1,-5,2,7,3,-11,1,1,0.2,-5
CNC(=O)c1cccc(NC(=O)c2ccccc2OCc2ccccc2)c1,-1,2,-4,-6,-4,0,0,4,-0.4,-9
Cc1cccnc1NC(=S)NCCc1ccccc1,-15,3,5,3,-7,10,0,3,0.7,-2
CCc1nc2c(OCc3c(C)noc3C)cccn2c1N(C=O)Cc1ccc(OC)cc1,-6,-8,3,-2,-10,-5,-3,-2,-0.1,0
COc1cc(/C=C(\C#N)c2ccccn2)ccc1OCc1ccc(Cl)cc1,5,1,-4,-5,-17,21,-2,-10,-0.1,-1
O=S(=O)(Nc1nc2ccccc2nc1N1CCc2ccccc2C1)c1ccc(Br)cc1,-445,-13,1,7,-268,6,-12,-261,4.5,1
Cc1ccccc1Nc1c(-c2ccccc2)nc2ncccn12,1,1,-4,1,-190,7,0,-135,0.7,5
CCN(c1ccc(C)cc1C)S(=O)(=O)c1nnc(NC(=O)C(C)C)s1,2,0,10,1,3,7,-1,4,0.3,6
O=C(CSc1ncnc2ccccc12)NC1CCS(=O)(=O)C1 (configuration not stated),0,0,8,-4,-11,-4,0,-8,-0.3,-7
O=C(Nc1ccc(Cl)cc1Cl)N1CCN(c2ncccn2)CC1,-2,-3,-1,0,4,-5,-2,1,-0.2,2
Cc1cc(/C=N/n2c(COc3ccccc3)nc3ccccc3c2=O)c(O)c([N+](=O)[O-])c1,7,-7,-1,3,-19,16,-5,-19,0.0,-5
COc1ccc(-n2nc(C(=O)NCC(=O)N3CCC(C(N)=O)CC3)c3ccccc3c2=O)cc1OC,0,3,-7,5,-26,6,2,-16,-0.1,-2
CN(C)CCn1c2c(c(SCC(=O)NCc3ccccc3)nc1=O)CCCC2,-3,-3,13,3,-3,11,0,2,-0.2,9
COc1ccccc1N=C1NC(=O)/C(=C/c2ccc(N(C)C)cc2)S1,1,-2,-32,-10,-213,-4,-10,-157,-0.1,3

# Structural class: the entries above containing two or more sulfur atoms.
SMILES,ADAM17 inh,MBD2 inh,Tn7 DDE FP,Tn6 DDE FP,PLCb3 inh,ASAP1 GAP inh,UHRF1 binding,PLCg1 inh,proKLK7 act,ARFGAP1 inh
O=S(=O)(Nc1ccc(Cl)cc1)c1cccc2nsnc12,-1,-1,-2,-4,-1,2,1,4,0.2,6
Cc1ccc(NS(=O)(=O)c2ccc(C(=O)N3CCN(S(=O)(=O)c4ccccc4)CC3)cc2)cc1,5,-2,-5,-3,-2,13,0,4,0.2,-3
COc1ccccc1NS(=O)(=O)c1ccc2c(c1)N(C(C)=O)CC(C)S2 (configuration not stated),-3,4,-1,-6,-3,2,0,3,0.5,-2
CCN1CCN(C(c2cccs2)C(C)NS(=O)(=O)c2ccc(F)cc2)CC1 (configuration not stated),1,-3,-2,-1,6,1,0,4,-0.3,12
Cc1ccccc1N(CC(=O)NCCSCc1ccco1)S(C)(=O)=O,-6,6,-2,8,-4,-3,3,-6,0.0,-5
CCOc1ccc(NC(=O)Cc2ccc(NC3=NC4CS(=O)(=O)CC4S3)cc2)cc1 (configuration not stated),-1,-5,2,7,3,-11,1,1,0.2,-5
CCN(c1ccc(C)cc1C)S(=O)(=O)c1nnc(NC(=O)C(C)C)s1,2,0,10,1,3,7,-1,4,0.3,6
O=C(CSc1ncnc2ccccc12)NC1CCS(=O)(=O)C1 (configuration not stated),0,0,8,-4,-11,-4,0,-8,-0.3,-7

# Compound activity from PubChem BioAssay.
